Source: PubChem (National Center for Advancing Translational Sciences (NCATS))
POLH inh: inhibitors of human DNA polymerase eta; Potency, µM (highest dose often 114 µM), for inactives: at the highest dose activity change, negative = inhibition, actives largely listed as inhibitors; hit rate 1.2% among 390,000; AID 588591; recombinant Pol eta, fluorescent DNA replication assay; Q9Y253; also: % is scaled to controls: 0 for no effect and ±100 for the full control effect
Target sequence (Q9Y253 whole entry, looked up): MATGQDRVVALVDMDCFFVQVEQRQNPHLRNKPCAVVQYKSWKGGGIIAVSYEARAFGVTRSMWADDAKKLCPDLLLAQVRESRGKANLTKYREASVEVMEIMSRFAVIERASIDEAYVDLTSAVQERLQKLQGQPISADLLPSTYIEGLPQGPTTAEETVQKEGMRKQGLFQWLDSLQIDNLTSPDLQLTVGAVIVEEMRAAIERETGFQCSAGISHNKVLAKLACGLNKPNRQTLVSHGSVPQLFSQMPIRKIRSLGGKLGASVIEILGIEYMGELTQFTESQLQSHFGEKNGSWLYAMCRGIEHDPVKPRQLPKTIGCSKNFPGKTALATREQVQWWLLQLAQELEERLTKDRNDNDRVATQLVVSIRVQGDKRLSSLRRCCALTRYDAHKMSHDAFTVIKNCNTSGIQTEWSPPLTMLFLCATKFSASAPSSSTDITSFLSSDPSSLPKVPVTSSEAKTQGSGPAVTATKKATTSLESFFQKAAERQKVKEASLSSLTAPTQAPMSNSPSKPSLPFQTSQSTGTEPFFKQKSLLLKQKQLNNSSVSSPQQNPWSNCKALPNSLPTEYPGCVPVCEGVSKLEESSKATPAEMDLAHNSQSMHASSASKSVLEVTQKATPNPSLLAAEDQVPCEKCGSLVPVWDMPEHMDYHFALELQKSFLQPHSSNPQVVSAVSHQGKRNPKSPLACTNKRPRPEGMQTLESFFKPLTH
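Fluorescent replication assay: 50 nM final substrate added after a 15 min room-temperature compound preincubation with 10 nM enzyme. Signal taken at 0 min and again at 10 min.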
JMJD2A Tudor: inhibitors of human JMJD2A Tudor domain; hit rate 4.4% among 390,000; AID 504339; AlphaScreen JMJD2A-Tudor / H3K4me3 peptide binding; Potency, µM (series often up to 114 µM), without a hit: at the top dose activity change, negative = inhibition, hits mostly inhibitors; O75164; also: % is scaled to controls: 0 for no effect and ±100 for the full control effect; nearly all actives have a fitted effect of over 50% in size
APEX1 inh: blocks human APE1 abasic DNA cleavage; P27695; recombinant APE1, TAMRA/BHQ-2 abasic DNA cleavage fluorescence; Potency, µM (highest dose often 65.8 µM), without a hit: top-dose activity change, negative = inhibition, usual class: inhibitors; hit rate 0.35% among 350,000;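 also: plate controls were vehicle for no effect and reference inhibitor for full effect; nearly all actives have a fitted effect of over 55% in size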
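APE1 at 0.75 nM preincubated 15 min at room temperature with compound. Reaction then started with 50 nM double-stranded THF-abasic substrate labelled with TAMRA/BHQ-2, and 525/598 nm fluorescence read kinetically. Activity taken as third-minus-first read difference, normalized to DMSO and NSC13755 controls.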
Pol beta inh: DNA polymerase beta (human) inhibition; AID 485314; P06746; hit rate 1.3% among 340,000; Potency, µM (top dose mostly 114 µM), for the others: at the top dose activity change, negative = inhibition, usual class: inhibitors; Pol beta primer extension/strand displacement, fluorescence kinetic; also: % is scaled to controls: 0 for no effect and ±100 for the full control effect
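Reaction started by 50 nM substrate onto compound-treated Pol beta (10 nM, 15 min preincubation, room temperature); plates read at 0 min and 10 min. Normalized concentration-effect data fitted by four-parameter Hill equation.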
BLM inh: inhibitors of human Bloom syndrome helicase BLM | P54132 | recombinant BLM DNA unwinding, fluorescence dequenching | Potency, µM (doses to about 56.1 µM), without a hit: at the highest dose activity change, negative = inhibition, hits mostly inhibitors | hit rate 0.2% among 350,000 | AID 2528;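 also: plate controls were vehicle for no effect and no enzyme for full effect; nearly all actives have a fitted effect of over 35% in size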
BAZ2B inh: BAZ2B (human) inhibition; Q9UIF8; AlphaScreen BAZ2B-H3K14Ac peptide displacement; Potency, µM (top dose mostly 114 µM), for the others: at the highest dose activity change, negative = inhibition, hits mostly inhibitors; hit rate 4.4% among 360,000; AID 504333; also: % is scaled to controls: 0 for no effect and ±100 for the full control effect; nearly all actives have a fitted effect of over 60% in size
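AlphaScreen displacement: compounds (up to 110uM) incubated 30 min at room temperature with a preformed 50 nM BAZ2B/50 nM biotinylated H3K14Ac peptide complex in PBS pH 7.4 with Tween-20. Donor and acceptor beads at 10 ug/mL final added, 20 min light-protected before reading.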
G9a block: blocks human histone lysine methyltransferase G9a; G9a H3K9 monomethylation, AlphaScreen, 2 h; Potency, µM (titrated, usually from 102 µM), inactives show at the top dose activity, negative = inhibition, actives largely listed as inhibitors; hit rate 8.8% among 350,000; also: % is scaled to controls: 0 for no effect and ±100 for the full control effect; nearly all actives have a fitted effect of over 75% in size
Target sequence (Q96KQ7 913-1193 limits assumed): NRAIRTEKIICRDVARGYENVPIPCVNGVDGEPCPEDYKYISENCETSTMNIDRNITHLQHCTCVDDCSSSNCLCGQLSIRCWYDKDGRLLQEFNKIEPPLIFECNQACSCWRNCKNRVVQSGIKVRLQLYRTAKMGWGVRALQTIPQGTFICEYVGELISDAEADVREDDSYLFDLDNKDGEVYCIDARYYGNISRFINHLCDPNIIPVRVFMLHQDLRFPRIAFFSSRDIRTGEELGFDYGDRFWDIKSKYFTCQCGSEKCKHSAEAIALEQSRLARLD
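Methyltransferase reactions run at room temperature for 2 h (20 nM enzyme, 500 nM biotin-H3K9 peptide, 20 uM SAM) after a 15 min compound preincubation; product detected by AlphaScreen beads and anti-H3K9me1 antibody.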
Pol kappa inh: blocks human DNA polymerase kappa activity. purified Pol kappa, fluorescent DNA synthesis assay, 10 min. Potency, µM (titrated, usually from 107 µM), for the others: at the highest dose activity, negative = inhibition, most hits filed as inhibitors. hit rate 0.53% among 400,000. AID 588579; also: % is scaled to controls: 0 for no effect and ±100 for the full control effect
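10 nM Pol kappa preincubated 15 min at room temperature with compounds, then reaction started with substrate at 50 nM final. Fluorescence read kinetically at 0 and 10 min; buffer-only wells served as negative control.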
Pol iota inh: DNA polymerase iota (human) inhibition; Q9UNA4; Pol iota fluorescent replication assay, 10 min; Potency, µM (titrated, usually from 115 µM), for inactives: top-dose activity, negative = inhibition, most hits filed as inhibitors; hit rate 1% among 390,000
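Pol iota at 10 nM preincubated 15 min with compounds at room temperature; reaction started with fluorescent substrate, 50 nM final. Fluorescence read kinetically at 0 and 10 min; buffer-only wells as negative control.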
The depositor's hits bear a star; ? = inconclusive; · = no result given; [ ] = remark or other dose. Calls follow the shape of the dose curve; as a rule, active = well fitted curve in the direction sought with a large enough effect; inconclusive = small, poorly fitted or top-dose-only effect, or another doubt; inactive = no such curve, though single readings can be large; an effect the other way counts as inactive or inconclusive. Potency is read from the fitted curve at half-maximal effect. Some of the compounds tested; rates above refer to the full screens.

SMILES | POLH inh | JMJD2A Tudor | APEX1 inh | Pol beta inh | BLM inh | BAZ2B inh | G9a block | Pol kappa inh | Pol iota inh
c1ccc(-c2cccc(-c3ccccn3)n2)nc1 | -3% | 20µM* | -2% | 9% | -6% | 18µM* | -11% | -13% | 17%
COc1ccc(C(C#N)Nc2ccc(C)cc2)cc1 (stereo not given) | -15% | -12% | -1% | 4% | -2% | 8% | ? | -3% | -7%
COc1ccc(S(=O)(=O)N2CCN(C/C=C/c3ccccc3)CC2)cc1NC(C)=O | 4% | -26% | -11% | 34% | -6% | -17% | · | -7% | -15%
CN(CCOc1ccccc1)S(=O)(=O)c1ccc2oc3ccccc3c2c1 | -21% | 26% | -4% | -10% | -7% | 16% | 14% | -8% | 30%
COc1cc(C2C(=O)N(C3CCCCC3)CC(=O)N2CCc2ccccc2)ccc1OC(C)C (stereo not given) | -9% | -6% | · | 23% | -3% | 3% | 1%[59 µM] | -6%[60.1 µM] | -14%
Cc1ccc(OCC(=O)NCCNC(=O)c2ccncc2)cc1 | -3% | -10% | 23% | 56% | -4% | 9% | 13% | 1% | 13%
CCn1cc(-c2csc(N)n2)c(C)n1 | -16% | 1% | 5% | 36% | -5% | ? | 14%[59 µM] | -3% | 74%[activator]
CCOCCCNC(=O)C(NC(=O)Cc1c[nH]c2ccccc12)c1ccc(OC)cc1 (stereo not given) | -2% | -15% | 2% | -19% | -5% | -18% | -27% | -10% | 14%
O=C(NCCn1cc(SCC(=O)N2CCOCC2)c2ccccc21)c1ccccc1 | -4% | -11% | -2% | 4% | 1% | -6% | -27%[59 µM] | -1% | -10%
CCOC(=O)c1c(C)oc2nc(C)nc(NCCc3ccc(Cl)cc3)c12 | -14% | 15% | · | 3% | -5% | ? | -30%[59 µM] | -3% | 15%
CN1CCN(P(=O)(c2ccccc2)c2nc3ccccc3s2)CC1 (stereo not given) | -9% | -12% | 4% | 17% | 1% | -3% | -6% | -10% | 0%
CCOc1ccc(S(=O)(=O)N(CC)CC(=O)NCc2ccco2)cc1C | -2% | -15% | 10% | 38% | -4% | ? | -14% | 1% | 47%[activator]
Cc1ccccc1-n1nc(C)c2cc(C(=O)N3CCN(S(=O)(=O)c4ccc(Cl)cc4)CC3)sc21 | -14% | -21% | 3% | 34%[activator] | -9% | -10% | 20%[0.501 µM] | 0% | 8%
COc1cccc(NC(=O)CSc2nc3ncc(Br)cc3[nH]2)c1 | -3% | -26% | -7% | ? | -6% | -7%[57.1 µM] | 1% | -28% | -18%
Cc1ccc(S(=O)(=O)N(CC(O)CN2CCOCC2)c2cccc([N+](=O)[O-])c2)cc1 (stereo not given) | -9% | -15% | 44%[activator] | 0% | 1% | -16%[57.1 µM] | 9% | -19% | 18%
CCc1ccc(-c2cn3c(n2)sc2cc(C(=O)NCCCc4ccccc4)ccc23)cc1 | -16% | -26% | · | 0% | -2% | -5% | -1%[59 µM] | 3% | 29%
O=C(Nc1ccc(F)cc1F)c1cc2ncc(CCCl)cn2n1 | -21% | 1% | 2% | 29% | 1% | 4% | 1% | -15% | 0%
Oc1ccc(-c2[nH]nc(-c3ccccc3)c2-c2nc3ccccc3[nH]2)cc1 | -17% | -30% | -4% | -3% | -9% | -34% | 6%[12.7 µM] | -23% | 15%
COc1ccc(-c2c(C)n([O-])c3c([n+]2=O)CCCCC3)cc1OC | 1% | 3% | -4% | -11% | -4% | -16% | 1% | -17% | 86%[activator]
CN1CCCC2(CCN(C(=O)c3cccn3C)CC2)C1 | · | · | 7% | · | 3% | · | 8%[12.7 µM] | 0%[60.1 µM] | ·
CCN(CC)c1ccc2c(c1)C(=O)N(C)C2=O | -17% | 74%[activator] | 3% | -8% | -3% | 54%[activator] | 5%[59 µM] | 1% | 9%
OCCC1CN(Cc2cnc(-c3ccccc3)s2)CCN1C1CCCCC1 (stereo not given) | -14% | -9% | 5% | 0% | -8% | -16% | 2% | 2% | 50%[activator]
O=C(O)C1(c2ccccc2)CCN(S(=O)(=O)c2ccc(Cl)cc2)CC1 | 1% | -20% | -10% | -3% | 4% | 11% | 23%[0.501 µM] | -10% | 92%[activator]
COc1ccc(S(=O)(=O)Nc2noc3ccccc23)cc1OC | -11% | -15% | 4% | 1% | -4% | -3% | -30%[2.33 µM] | 15% | 31%[activator]
COc1ccc(-c2cn3cc(C(=O)NN)ccc3n2)cc1 | -5% | ? | -2% | ? | 0% | -11% | 17% | -7% | 60%[activator]
O=C(NCCc1ccc(Cl)cc1)c1nnc(Cc2ccc(Cl)cc2)o1 | -7% | -14% | -1% | ? | 5% | -1% | 17% | -3% | -20%
CC(=O)N(c1nc(CCl)cs1)c1c(C)cc(C)cc1C | 4% | -5% | 2% | 29% | 0% | -34% | -13%[59 µM] | 0% | 30%[activator]
Cc1nnsc1-c1nc2ccccc2[nH]1 | -5% | -2% | 9% | 2% | 0% | · | 28µM* | -12% | 13%
N#CCCN(C(=O)COC(=O)c1ccc2c(=O)n3c(nc2c1)CCC3)c1ccccc1 | -7% | 14µM* | ? | -16% | -7% | -6% | 31%[activator] | 0% | 19%
Cc1cc(C(=O)OCC(=O)Nc2nnc(C(C)C)s2)c2ccccc2n1 | -7% | -15% | -3% | 1% | -4% | 1% | ? | -6% | 8%
COc1cc2c(c(OC)c1OC)-c1ccc(N(C)CC(OC)OC)c(=O)cc1[C@@H](NC(C)=O)CC2 | -12% | -8% | 32% | 14% | -2% | -36% | -4% | 8% | 14%
O=C(Nc1ccncc1)c1cc(S(=O)(=O)N2CCN(c3ccccc3)CC2)ccc1Cl | -18% | ? | -12% | · | · | -31% | ? | -24% | 16%
O=C1CC(NS(=O)(=O)c2cccnc2)CN1c1cccc(F)c1 (stereo not given) | -6% | 1% | -15% | · | · | -2% | ? | -3% | 32%[activator]
Cc1nn(CCC(=O)NNC(=S)NCC(C)C)c(C)c1Br | -15% | 5% | 3% | 3% | -2% | 10% | 9%[59 µM] | 6% | 26%
Cc1nc2c3ccccc3nc(NNC(=O)CCC(=O)NCCN3CCN(c4ccccc4F)CC3)n2n1 | -2% | -35% | 20% | -1% | -8% | -7% | 10% | 14% | -7%
CC(C)COCC(O)CCC(=O)NNC(=S)Nc1ccccc1 (stereo not given) | -14% | 2% | 16% | 13% | 4% | -2% | 11%[59 µM] | -6% | 2%

Complete entries from above. Order of values: POLH inh	JMJD2A Tudor	APEX1 inh	Pol beta inh	BLM inh	BAZ2B inh	G9a block	Pol kappa inh	Pol iota inh
COc1ccc(S(=O)(=O)N2CCN(C/C=C/c3ccccc3)CC2)cc1NC(C)=O as listed: 4%	-26%	-11%	34%	-6%	-17%	·	-7%	-15%
O=C(NCCn1cc(SCC(=O)N2CCOCC2)c2ccccc21)c1ccccc1 as listed: -4%	-11%	-2%	4%	1%	-6%	-27%[59 µM]	-1%	-10%

Following part
SMILES | POLH inh | JMJD2A Tudor | APEX1 inh | Pol beta inh | BLM inh | BAZ2B inh | G9a block | Pol kappa inh | Pol iota inh
Cc1cc(OCc2cc(C(=O)N(C)CCc3cnn(C)c3)no2)cc(C)c1Cl | -7% | -22% | 8% | ? | -5% | -7% | · | -19% | 5%
Cc1cc(C)cc(NC(=O)Cn2cc(C=O)c3ccccc32)c1 | -21% | 0% | -6% | 1% | -1% | 6% | · | -2% | 39%[activator]
COc1cccc(OC)c1C(=O)NC(C)c1ccccc1 (stereo not given) | -17% | -11% | 5% | -20% | 0% | 0% | -2%[59 µM] | 0% | 1%
Cc1ccc(S(=O)(=O)NCC(=O)N2CCN(c3ccccn3)CC2)cc1 | -6% | -7% | -3% | 5% | 1% | 4% | -27% | -1% | 10%
CSc1cccc(NC(=O)COc2ccccc2C)c1 | -14% | 38%[activator] | 1% | ? | -3% | 12% | 46% | -8% | 44%[activator]
CCc1ccc(S(=O)(=O)Nc2nccs2)cc1 | -1% | -22% | 17% | 6% | -4% | 0% | -6% | -21% | ?
CCOC(=O)CNC1CC(=O)N(c2cccc(Cl)c2)C1=O (stereo not given) | 1% | ? | 9% | 0% | 2% | -5% | 10µM* | 2% | 5%
CC1=C(C)CC(C(=O)NCc2c(F)cccc2Cl)C(C(=O)O)C1 (stereo not given) | 0% | -13% | 24% | -18% | -2% | 4% | ? | -1% | 90%[activator]
Cc1cccc(NC(=O)Nc2ccc(Oc3c(F)c(F)c(F)c(F)c3F)cc2)c1 | -10% | -11% | -1% | 36% | -1% | 5% | 5%[59 µM] | -5% | 3%
CCC(C)c1ccccc1NS(=O)(=O)c1cnn(CC)c1 (stereo not given) | -17% | -2% | 15% | 17% | -2% | 2% | 88%[activator] | -2% | -15%
COc1ccc(NC(=O)Cn2ncc3c(C)n(Cc4cccc(Cl)c4)c(C)c3c2=O)cc1 | -21% | 1% | · | 4% | -2% | -2% | 2%[59 µM] | -7% | 17%
Cc1csc(NC(=O)C(NS(=O)(=O)c2ccc(Br)s2)c2ccccc2)n1 (stereo not given) | -14% | -18% | -3% | -1% | 1% | -17% | 9%[2.33 µM] | -6% | 2%
COc1cc(C2NC(=S)NC(c3ccccc3)=C2C(C)=O)cc(Br)c1OCC(N)=O (stereo not given) | -6% | -21% | -11% | 2% | -3% | -30% | ? | -10% | 12%
COc1ccc(/C=C/C(=O)N2CCC(c3ccccc3)C2)cc1 (stereo not given) | -11% | -16% | 4% | 32% | -2% | 1% | 3%[59 µM] | -13% | ?
COc1ccc(NC(=O)CCSc2cc(C)c3ccccc3n2)cc1 | 0% | -9% | -7% | -25% | -1% | -4% | 55%[activator][12.7 µM] | -4% | 2%
Cc1c(C)n(C)c2ccc(C(=O)NCCCN3CCN(c4ccccc4F)CC3)cc12 | -13% | 56µM* | -2% | -1% | -1% | ? | 45µM* | 4% | 0%
Cc1c(C(=O)N2CCN(c3ncccn3)CC2)sc2nc3n(c(=O)c12)CCCC3 | -17% | 0%[57.1 µM] | 2% | 25% | 4% | -6% | 1%[59 µM] | -3% | 9%

Part of the list above with just G9a block, Pol beta inh and Pol iota inh.
molecule,G9a block,Pol beta inh,Pol iota inh
COc1ccc(/C=C/C(=O)N2CCC(c3ccccc3)C2)cc1 (stereo not given),3%[59 µM],32%,?
COc1ccc(NC(=O)CCSc2cc(C)c3ccccc3n2)cc1,55%[activator][12.7 µM],-25%,2%
Cc1c(C)n(C)c2ccc(C(=O)NCCCN3CCN(c4ccccc4F)CC3)cc12,45µM*,-1%,0%
Cc1c(C(=O)N2CCN(c3ncccn3)CC2)sc2nc3n(c(=O)c12)CCCC3,1%[59 µM],25%,9%
